High-throughput results from PubChem.
TbPYK inhibitor – qHTS of Trypanosoma Brucei Inhibitors; pyruvate kinase (Trypanosoma brucei), Q57TT1; 0.12% of 410,000 active; Potency, µM (top dose mostly 76.8 µM), without a hit: at the highest dose activity, negative = inhibition, usual class: inhibitors; TbPYK enzyme, Kinase-Glo Plus ATP luminescence, 45 min; further: potency means the concentration at half of the fitted maximal effect; nearly all actives have a fitted effect of over 50% in size
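T. brucei PYK with substrate was exposed to pin-transferred compounds across a concentration series, then started with 130 uM ADP (final). After 45 min at room temperature, Kinase-Glo Plus luminescence was read, normalized and curve-fitted.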
LmPK inhibitor – qHTS Assay for Inhibitors of Leishmania Mexicana Pyruvate Kinase (LmPK). purified LmPK, Kinase-Glo ATP luminescence, 1 h. Potency, µM (doses to about 57.5 µM), for inactives: at the highest dose activity change, negative = inhibition, actives largely listed as inhibitors. Q27686. 0.37% of 290,000 active; further: potency means the concentration at half of the fitted maximal effect
Target sequence (Q27686 whole entry, looked up): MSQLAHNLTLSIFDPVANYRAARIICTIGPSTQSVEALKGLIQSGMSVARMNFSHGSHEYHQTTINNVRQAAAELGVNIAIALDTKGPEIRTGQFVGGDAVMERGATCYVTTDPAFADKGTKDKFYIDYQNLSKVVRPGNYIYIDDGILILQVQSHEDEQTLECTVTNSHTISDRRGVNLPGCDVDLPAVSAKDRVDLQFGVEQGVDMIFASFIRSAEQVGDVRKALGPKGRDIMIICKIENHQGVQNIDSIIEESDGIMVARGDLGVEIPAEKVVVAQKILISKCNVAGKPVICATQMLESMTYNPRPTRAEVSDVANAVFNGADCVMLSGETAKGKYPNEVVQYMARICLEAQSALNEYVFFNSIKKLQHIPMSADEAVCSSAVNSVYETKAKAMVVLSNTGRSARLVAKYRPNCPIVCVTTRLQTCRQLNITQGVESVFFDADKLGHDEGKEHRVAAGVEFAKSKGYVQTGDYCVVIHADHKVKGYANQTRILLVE
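Pyruvate kinase activity monitored as ATP production (luciferase luminescence). Conditions: 0.1 nM enzyme, 0.5 mM PEP, 0.1 mM ADP, 1 h, RT; normalized against uninhibited and no-enzyme wells.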
AMA1-RON2 inh – qHTS for Inhibitors of AMA1-RON; Towards Development of Antimalarial Drug Lead: Primary Screen; Potency, µM (highest dose often 58.2 µM), without a hit: at the highest dose activity change, negative = inhibition, hits mostly inhibitors; Plasmodium falciparum AMA1 (3D7) - RON2 peptide interaction; AlphaScreen AMA1-biotinylated RON2 peptide binding; 0.2% of 360,000 active; AID 720542, 2013;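 further: potency means the concentration at half of the fitted maximal effect; 0% = vehicle wells and -100% = peptide control; nearly all actives have a fitted effect of over 45% in size; some results filed as inactive show a strong effect at the top dose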
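AMA1 (3D7) with his tag at 25 nM final met compounds first, then biotinylated RON2 peptide at 25 nM; detection used donor plus acceptor beads, 10 µg/mL apiece, read by AlphaScreen after 30 min at room temperature.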
Sm TGR block – qHTS Assay for the Inhibitors of Schistosoma Mansoni Peroxiredoxins; Schistosoma mansoni thioredoxin glutathione reductase (TGR), Q962Y6; purified TGR, DTNB reduction, TNB absorbance 405 nm; Potency, µM (doses to about 114 µM), for the others: top-dose activity change, negative = inhibition, hits mostly inhibitors; 3% of 360,000 active; AID 485364, 2010; further: potency means the concentration at half of the fitted maximal effect; nearly all actives have a fitted effect of over 60% in size
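TGR 20 nM + NADPH 100 uM (dispensed conc.), cpd preinc 15 min RT; start with NADPH (500 uM addition) then DTNB (15 mM addition). Kinetic TNB absorbance, 405 nm filter. Four-parameter Hill fit across titration.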
AmpC inh no detg – qHTS Inhibitors of AmpC Beta-Lactamase (assay without detergent); 0.52% of 330,000 active; Potency, µM (doses to about 57.1 µM), for inactives: at the top dose activity change, negative = inhibition, most hits filed as inhibitors; P00811; AmpC nitrocefin hydrolysis, absorbance 480 nm, 0.0001% Triton; AID 485341, 2010;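 further: potency means the concentration at half of the fitted maximal effect; plate controls were no compound for no effect and no enzyme for full effect; nearly all actives have a fitted effect of over 20% in size; some results filed as inactive show a strong effect at the top dose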
Target sequence (P00811 whole entry, looked up): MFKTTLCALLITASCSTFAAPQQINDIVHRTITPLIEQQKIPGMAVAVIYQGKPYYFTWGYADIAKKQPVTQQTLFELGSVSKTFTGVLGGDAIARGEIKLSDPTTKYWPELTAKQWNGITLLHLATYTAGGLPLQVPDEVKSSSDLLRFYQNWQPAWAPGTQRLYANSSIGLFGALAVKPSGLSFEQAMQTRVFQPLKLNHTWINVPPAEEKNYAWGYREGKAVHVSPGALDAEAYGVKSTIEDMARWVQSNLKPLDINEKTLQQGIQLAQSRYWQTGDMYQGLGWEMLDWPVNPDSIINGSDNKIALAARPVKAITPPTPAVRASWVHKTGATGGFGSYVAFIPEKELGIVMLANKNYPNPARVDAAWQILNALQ
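20 mM phosphate pH 7.0 + 0.01% (detergent screen) or 0.0001% Triton X-100; 5.3 nM AmpC reagent; cpd preinc 15 min RT; nitrocefin (800 uM stock) to start; A480 q20 s × 4 min; Activity was normalised to no-enzyme and no-compound control wells.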
HCMV antiviral – qHTS Assay for inhibitors of the human cytomegalovirus (HCMV) | HFF cells, HCMV-luciferase reporter, 72 h; hits give low values | activity change, negative = inhibition, % at 57.5 µM | 4.5% of 410,000 active; in the data active means activity change below about -60%; inconclusive means no clear call, values can overlap the other calls; inactive means above about -39%
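Screen run at 2 compound doses on HFFs infected with reporter HCMV, MOI 1 PFU/cell. Luciferase activity from cell lysates at 72 h post infection gave inhibition relative to buffer-only and Salinomycin wells.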
AmpC inh detg – qHTS Inhibitors of AmpC Beta-Lactamase (assay with detergent). Potency, µM (top dose mostly 114 µM), without a hit: top-dose activity change, negative = inhibition, most hits filed as inhibitors. 0.041% of 370,000 active. AmpC hydrolysis of nitrocefin, absorbance 480 nm, 0.01% Triton;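 further: potency means the concentration at half of the fitted maximal effect; 0% = no-compound wells and -100% = no-enzyme wells; nearly all actives have a fitted effect of over 25% in size; some results filed as inactive show a strong effect at the top dose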
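20 mM phosphate pH 7.0 + 0.01% (detergent screen) or 0.0001% Triton X-100; 5.3 nM AmpC reagent; cpd preinc 15 min RT; nitrocefin (800 uM stock) to start; A480 q20 s × 4 min; Activity was normalised to no-enzyme and no-compound control wells.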
* marks the source's active call; other numbers are inactive results; [ ] = remark or other dose. Unless noted, the call rests on the fitted dose curve; in most records, active means well fitted curve in the direction sought with a large enough effect; inconclusive means small, poorly fitted or top-dose-only effect, or another doubt; inactive means no such curve, though single readings can be large; an effect the other way counts as inactive or inconclusive. Unless noted, on the % scale 0 is the no-effect control and ±100 the full control effect.

For O=C1NC[C@H](c2ccccc2)OC(=O)[C@@H](Cc2ccc(F)cc2)C/C=C\C[C@H]1CC(=O)N(CCO)Cc1ccccc1 the results were TbPYK inhibitor -1%, AMA1-RON2 inh 0%, AmpC inh no detg 274%[activator] and HCMV antiviral 29.
`CCc1cc[n+](-c2nc3ccccc3nc2[N-]S(=O)(=O)c2ccc(Br)s2)cc1` gave TbPYK inhibitor -3%, LmPK inhibitor 1%, AMA1-RON2 inh 21%, Sm TGR block -24%, AmpC inh no detg 27%, HCMV antiviral -38 and AmpC inh detg -4%.
Screening O=S(=O)(Nc1ccccc1N1CCOCC1)c1ccc(Cl)cc1 returned TbPYK inhibitor 2%, AMA1-RON2 inh 4%, Sm TGR block -8%, AmpC inh no detg -10% and AmpC inh detg 1%.
For O=C(CCN1C(=O)S/C(=C/c2ccc(Cl)cc2)C1=O)N1CCOCC1 the results were TbPYK inhibitor 0%, LmPK inhibitor 4%, AMA1-RON2 inh -9%[11.6 µM], Sm TGR block -10%, AmpC inh no detg -16%, HCMV antiviral -17 and AmpC inh detg -12%.
For O=C(Nc1ccccc1)OCCOc1ccc(Cl)cc1Cl the results were TbPYK inhibitor 0%, AMA1-RON2 inh 44%[activator] and HCMV antiviral 3.
For CCOc1ccc(NC(=O)CN(C)C(=O)C2CCN(c3ncnc4sc(C)c(C)c34)CC2)cc1OCC the results were TbPYK inhibitor 5%, LmPK inhibitor 6%, AMA1-RON2 inh 11%, Sm TGR block 2%, AmpC inh no detg 192%[activator], HCMV antiviral -68* and AmpC inh detg 1%.
Screening CC(OC(=O)c1cc2sccc2n1C)C(=O)NC(C)(C)C (stereo not drawn) returned TbPYK inhibitor 1%, LmPK inhibitor 0%, AMA1-RON2 inh 0%, Sm TGR block 1%, AmpC inh no detg 13%, HCMV antiviral -16 and AmpC inh detg 1%.
Screening O=C(Nc1ccc(OC(F)(F)F)cc1)C1CCCN(S(=O)(=O)c2cccnc2)C1 (stereo not drawn) returned TbPYK inhibitor -3%, LmPK inhibitor 4%, AMA1-RON2 inh 1%, Sm TGR block 10%, AmpC inh no detg 113%[activator], HCMV antiviral 4 and AmpC inh detg 1%.
Screening O=C(c1cnc2n(c1=O)CCS2)N1CCc2ccccc21 returned TbPYK inhibitor 2%, LmPK inhibitor 1%, AMA1-RON2 inh 2%, Sm TGR block 1%, AmpC inh no detg -13%, HCMV antiviral 25 and AmpC inh detg 4%.
Cc1ccc(-n2c(C)n[nH]c2=S)cc1C was read as TbPYK inhibitor inconclusive, LmPK inhibitor inconclusive, AMA1-RON2 inh 14%[11.6 µM], Sm TGR block 0%, AmpC inh no detg -11%, HCMV antiviral -15 and AmpC inh detg 0%.
`Cc1cccc(NC(=O)CSc2nc3c(oc4ccccc43)c(=O)n2-c2ccc(F)cc2)c1` gave TbPYK inhibitor -4%, Sm TGR block -1%, HCMV antiviral -12 and AmpC inh detg 17%.
For COc1cccc(CN2C(=O)CN(C3CCCCC3)C(=O)C2c2ccc(OC(C)C)c(OC)c2)c1 (stereo not drawn) the results were TbPYK inhibitor 8%, Sm TGR block 2%, HCMV antiviral -2 and AmpC inh detg 1%.
For Oc1cc(Cc2ccccc2)cnc1CN1CCOCC1 the results were TbPYK inhibitor 2%, LmPK inhibitor 1%, AMA1-RON2 inh 8%, Sm TGR block inconclusive, AmpC inh no detg -11%, HCMV antiviral 26 and AmpC inh detg -2%.
`Cc1cc(-c2cc(C(=O)NCc3ccccc3)on2)nc(S(C)(=O)=O)n1` gave TbPYK inhibitor 2%, LmPK inhibitor 12%, AMA1-RON2 inh 16%, Sm TGR block -22%, AmpC inh no detg 70%, HCMV antiviral 10 and AmpC inh detg -1%.
CCOC(=O)c1c(C)[nH]c(C(=O)OCC(=O)c2ccc(OC)cc2OC)c1C was read as TbPYK inhibitor 4%, AMA1-RON2 inh -22%, Sm TGR block 6%, AmpC inh no detg -8%, HCMV antiviral -22 and AmpC inh detg -6%.
Screening COc1ccc(Cl)cc1NC(=O)Nc1cc(C)on1 returned TbPYK inhibitor 11%, LmPK inhibitor -7%, AMA1-RON2 inh 0%, Sm TGR block -10%, AmpC inh no detg -11%, HCMV antiviral 40 and AmpC inh detg -7%.
Screening Cc1cccc(CNC(=O)CS(=O)(=O)c2cccc3nsnc23)c1 returned TbPYK inhibitor -2%, Sm TGR block 0%, HCMV antiviral 7 and AmpC inh detg 4%.
CC(C)[C@H](NC(=O)c1ccccc1)C(=O)OCC(=O)c1ccc(S(=O)(=O)N2CCCCC2)cc1 was read as TbPYK inhibitor -6%, AMA1-RON2 inh -3%, Sm TGR block 4%, AmpC inh no detg -29%, HCMV antiviral -1 and AmpC inh detg -8%.
For Cc1cc2c(o1)CC(C)(C)CC2=O the results were TbPYK inhibitor 3%, LmPK inhibitor -5%, AMA1-RON2 inh -12%, Sm TGR block -7%, AmpC inh no detg -21%, HCMV antiviral -28 and AmpC inh detg inconclusive.
For O=C(NS(=O)(=O)Nc1ccc(Br)cn1)c1c[nH]c2ccccc12 the results were TbPYK inhibitor 1%, LmPK inhibitor 5%, AMA1-RON2 inh -2%, Sm TGR block 6%, AmpC inh no detg 3%, HCMV antiviral 2 and AmpC inh detg -13%.
For CC(NC(=O)CN1CCN(c2ncccn2)CC1)c1ccc(F)cc1 (stereo not drawn) the results were TbPYK inhibitor -3%, LmPK inhibitor 0%, AMA1-RON2 inh -13%, Sm TGR block 6%, AmpC inh no detg 3%, HCMV antiviral 39 and AmpC inh detg -12%.
`CCCn1c(SCC(=O)c2ccc(CC)cc2)n[nH]c1=O` gave TbPYK inhibitor -5%, LmPK inhibitor -1%, AMA1-RON2 inh 0%, Sm TGR block -10%, AmpC inh no detg 6%, HCMV antiviral -21 and AmpC inh detg 0%.
For CCCNC(=S)Nc1ccc(F)cc1F the results were TbPYK inhibitor 0%, LmPK inhibitor 2%, AMA1-RON2 inh 17%, Sm TGR block 0%, AmpC inh no detg -8%, HCMV antiviral 92 and AmpC inh detg -2%.
COc1ccc(NC(=O)c2sc(=O)n(Cc3cccc(C(F)(F)F)c3)c2C)cc1OC was read as TbPYK inhibitor -1%, AMA1-RON2 inh -11% and HCMV antiviral -22.

Pulled by compound from the entries so far (2):
`Cc1cc(-c2cc(C(=O)NCc3ccccc3)on2)nc(S(C)(=O)=O)n1` gave TbPYK inhibitor 2%, LmPK inhibitor 12%, AMA1-RON2 inh 16%, Sm TGR block -22%, AmpC inh no detg 70%, HCMV antiviral 10 and AmpC inh detg -1%.
Screening COc1ccc(Cl)cc1NC(=O)Nc1cc(C)on1 returned TbPYK inhibitor 11%, LmPK inhibitor -7%, AMA1-RON2 inh 0%, Sm TGR block -10%, AmpC inh no detg -11%, HCMV antiviral 40 and AmpC inh detg -7%.

Structural class, the entries above containing an aryl thioether with sulfur outside any ring
`Cc1cccc(NC(=O)CSc2nc3c(oc4ccccc43)c(=O)n2-c2ccc(F)cc2)c1` gave TbPYK inhibitor -4%, Sm TGR block -1%, HCMV antiviral -12 and AmpC inh detg 17%.
`CCCn1c(SCC(=O)c2ccc(CC)cc2)n[nH]c1=O` gave TbPYK inhibitor -5%, LmPK inhibitor -1%, AMA1-RON2 inh 0%, Sm TGR block -10%, AmpC inh no detg 6%, HCMV antiviral -21 and AmpC inh detg 0%.

(further entries)
Screening Cn1cccc1C(=O)NCCc1ccccc1 returned TbPYK inhibitor -16%, LmPK inhibitor inconclusive, AMA1-RON2 inh -8%, Sm TGR block 0%, AmpC inh no detg -1%, HCMV antiviral 77 and AmpC inh detg inconclusive.
COc1ccc2[nH]cc(CCNC(=O)COc3ccc4ccc(=O)oc4c3)c2c1 was read as TbPYK inhibitor -5%, LmPK inhibitor 1%, AMA1-RON2 inh 0%, Sm TGR block -13%, AmpC inh no detg -8%, HCMV antiviral 16 and AmpC inh detg -10%.
Screening CC(Sc1nnc(-c2ccccc2F)n1C1CC1)C(=O)NCc1ccco1 (stereo not drawn) returned TbPYK inhibitor 2%, AMA1-RON2 inh -7%, Sm TGR block inconclusive, AmpC inh no detg 0%, HCMV antiviral -4 and AmpC inh detg -18%.
O=C(c1cccc(F)c1)N1CCCN(C(=O)c2cccc(F)c2)CC1 was read as TbPYK inhibitor -1%, LmPK inhibitor -3%, AMA1-RON2 inh 16%, Sm TGR block 1%, AmpC inh no detg -6%, HCMV antiviral -16 and AmpC inh detg -3%.
For COC(=O)Nc1ccc(S(=O)(=O)Nc2cc(OC)nc(OC)n2)cc1 the results were TbPYK inhibitor 2%, LmPK inhibitor -2%, AMA1-RON2 inh 11%, Sm TGR block inconclusive, AmpC inh no detg -12%, HCMV antiviral 14 and AmpC inh detg 5%.
Screening Cc1ccccc1-c1csc(C(O)c2ccccc2)n1 (stereo not drawn) returned TbPYK inhibitor 7%, AMA1-RON2 inh 16% and HCMV antiviral 19.
`C/C(=N/NC(=O)CNC(=O)c1cccnc1)c1ccc(Cl)cc1` gave TbPYK inhibitor 0%, LmPK inhibitor 1%, AMA1-RON2 inh 8%, Sm TGR block -30%, AmpC inh no detg -20%, HCMV antiviral inconclusive and AmpC inh detg 1%.
`O=C(COc1nc2ccccc2nc1N1CCOCC1)NC1CCCCC1` gave TbPYK inhibitor 2%, LmPK inhibitor 0%, AMA1-RON2 inh -3%, Sm TGR block 5%, AmpC inh no detg -19%, HCMV antiviral 8 and AmpC inh detg -15%.
Cn1c(=O)c2c(nc(/C=C/c3cccc(Cl)c3)n2C)n(C)c1=O was read as TbPYK inhibitor 4%, AMA1-RON2 inh -4% and HCMV antiviral -28.
O=C(CSc1ccc(Br)cc1)NCC(c1ccco1)N1CCCCC1 (stereo not drawn) was read as TbPYK inhibitor 2%, AMA1-RON2 inh -24%, Sm TGR block -23%, AmpC inh no detg 38%, HCMV antiviral -20 and AmpC inh detg -13%.

Compounds as they come; any-hit rate near 7.4%.
